RXFP1 agonist = RXFP1 (human) receptor agonism | AID 2676 | HEK293T-RXFP1 cAMP TR-FRET, 30 min; response scale: percent of porcine relaxin response, buffer zero | Potency, µM (series often up to 57.5 µM), for the others: at the highest dose activation, hits mostly activators | 370,000 compounds, 0.3% hits | Q9HBX9; further: potency means the concentration at half of the fitted maximal effect; on the % scale 0 is the no-effect control and ±100 the full control effect; nearly all actives have a fitted effect of over 60% in size; many of its hits are not listed in these tables
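Agonist response is measured as cAMP accumulation in an RXFP1-transfected HEK293T line under PDE4 inhibition. Values are scaled between buffer-only and 29 nM porcine relaxin, and EC50s come from standard Hill equation fits.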
TRHR agonist = agonists of human TRH receptor; P34981; TRHR cells, calcium flux fluo-8, FDSS agonist mode; activation, % at 2 µM; 360,000 compounds, 0.18% hits; in the data active means activation above about 30%; further: 0% is about no effect
Target sequence (P34981 whole entry, looked up): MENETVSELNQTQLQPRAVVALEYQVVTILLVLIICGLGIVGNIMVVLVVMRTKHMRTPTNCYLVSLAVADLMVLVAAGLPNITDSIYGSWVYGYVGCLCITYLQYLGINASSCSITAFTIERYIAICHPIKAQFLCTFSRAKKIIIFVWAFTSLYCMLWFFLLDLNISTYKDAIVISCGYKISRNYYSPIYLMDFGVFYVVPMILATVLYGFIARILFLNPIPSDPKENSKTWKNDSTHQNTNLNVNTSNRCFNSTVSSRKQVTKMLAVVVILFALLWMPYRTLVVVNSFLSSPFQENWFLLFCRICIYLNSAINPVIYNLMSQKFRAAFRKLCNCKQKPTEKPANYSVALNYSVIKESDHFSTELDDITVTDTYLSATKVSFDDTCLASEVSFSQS
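TRHR-expressing cells, plated overnight in medium with 10% serum, were loaded with fluo-8 calcium dye at room temperature. After a 10 s baseline, library compound was pin-added and calcium release was recorded kinetically (ex 480/em 530) as agonist response.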
TRHR PAM = allosterically enhances the human TRH receptor | TRHR cells, fluo-8 calcium fluorescence, EC20 TRH enhancement | P34981 | enhancement, % at 2 µM | 360,000 compounds, 0.66% hits; in the data active means enhancement above about 30%; further: 0% is about no effect
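TRHR-expressing cells loaded with fluo-8 calcium dye were read kinetically (ex 480/em 530) during compound addition, then stimulated with an EC20 of TRH (10 nM final). Enhancement of the Gq-mediated intracellular calcium response was scored.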
RXFP1 antag = RXFP1 (human) relaxin receptor antagonism | 350,000 compounds, 0.59% hits | HEK293-RXFP1, relaxin-stimulated cAMP HTRF, 30 min; hits give low values | activity change, negative = inhibition, % at 57.5 µM | Q9HBX9;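 active means activity change of -60% or lower, but not beyond a set lower limit; inconclusive means change between -60% and -40%, or beyond the set limit; inactive means change above -40%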; further: on the % scale 0 is the no-effect control and ±100 the full control effect
D1 antagonist = human D1 dopamine receptor antagonism; 360,000 compounds, 3.2% hits; AID 504652; HEK293 TREx D1 cells, calcium flux, dopamine EC80; hits give low values; P21728; activity change, negative = inhibition, % at 10 µM; in the data active means activity change below about -30%; further: on the % scale 0 is the no-effect control and ±100 the full control effect
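Tetracycline-induced HEK293 T-REx cells with force-coupled D1 receptor were loaded with a no-wash calcium dye. Compound was added after a 10 s baseline and read kinetically for 180 s; EC80 dopamine was then added and calcium flux followed another 180 s.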
Apoferritin bind = binds horse apoferritin like a general anesthetic; P02791; apoferritin/1-aminoanthracene competitive binding, fluorescence; Potency, µM (highest dose often 77.5 µM), without a hit: top-dose activity change, negative = displacement, actives largely listed as inhibitors; 350,000 compounds, 0.074% hits; further: potency means the concentration at half of the fitted maximal effect; on the % scale 0 is the no-effect control and ±100 the full control effect; nearly all actives have a fitted effect of over 20% in size
Target sequence (P02791 2-175 limits assumed): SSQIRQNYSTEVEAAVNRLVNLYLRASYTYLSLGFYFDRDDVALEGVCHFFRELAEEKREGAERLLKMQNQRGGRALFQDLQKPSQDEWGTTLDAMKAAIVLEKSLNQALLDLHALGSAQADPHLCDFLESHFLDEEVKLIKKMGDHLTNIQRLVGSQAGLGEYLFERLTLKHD
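10 uM apoferritin + 50% sat. 1-AMA, PBS; cpd 10 min RT; Ex380/Em535 endpoint; normalized to free probe vs complex; 4-param Hill fit; propofol titration as pos. ctrl.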
D1 ag = agonists of human D1 dopamine receptor; P21728; HEK293 T-REx D1 cells, calcium flux, agonist mode; activation, % at 2 µM; 360,000 compounds, 1% hits; AID 504660; in the data active means activation above about 30%; further: 0% is about no effect
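Tetracycline-induced HEK293 TREx D1 cells, force-coupled to calcium signalling, were dye-loaded with a no-wash calcium kit. Compound was pin-added after a 10 s baseline. Fluorescence was read kinetically at 1 cycle/s for 180 s, with calcium rises flagged as agonism.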
D1 potentiator = enhances dopamine response at the human D1 receptor; potentiation, % at 10 µM; 360,000 compounds, 0.036% hits; P21728; HEK293 TREx D1 cells, calcium flux, dopamine EC20 potentiation; in the data active means potentiation above about 30%; further: 0% is about no effect
D2 potentiator = positively modulates the human D2 dopamine receptor allosterically; 340,000 compounds, 0.34% hits; HEK293 T-REx D2, calcium flux, EC20 dopamine potentiation; P14416; potentiation, % at 10 µM;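 active means potentiation over 3 SD above the plate norm, cut at about 30% in these data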; further: 0% is about no effect
Target sequence (P14416 whole entry, looked up): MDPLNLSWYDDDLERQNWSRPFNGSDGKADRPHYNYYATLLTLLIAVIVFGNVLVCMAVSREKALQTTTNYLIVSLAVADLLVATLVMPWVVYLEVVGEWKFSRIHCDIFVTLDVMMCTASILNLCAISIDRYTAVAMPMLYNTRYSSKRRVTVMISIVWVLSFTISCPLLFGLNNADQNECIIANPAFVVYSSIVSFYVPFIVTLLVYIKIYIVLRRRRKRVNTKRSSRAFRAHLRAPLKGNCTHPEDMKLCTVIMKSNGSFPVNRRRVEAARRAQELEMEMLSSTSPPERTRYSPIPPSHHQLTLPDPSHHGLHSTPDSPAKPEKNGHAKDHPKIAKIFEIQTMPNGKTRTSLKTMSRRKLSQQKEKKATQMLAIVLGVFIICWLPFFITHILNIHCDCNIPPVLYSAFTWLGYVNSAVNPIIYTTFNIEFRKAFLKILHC
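Potentiation of an EC20 dopamine calcium response is measured in a force-coupled, tetracycline-inducible Hek293 Trex D2 line. Compound-only kinetic reads over 180 s flag agonists before dopamine addition.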
Active calls of the source: *; ? = inconclusive; · = no result given; & = joins results of further samples; [ ] = another dose, or the depositor's remark. Unless noted, the call rests on the fitted dose curve; in most records, active means well fitted curve in the direction sought with a large enough effect; inconclusive means small, poorly fitted or top-dose-only effect, or another doubt; inactive means no such curve, though single readings can be large; an effect the other way counts as inactive or inconclusive.

SMILES	RXFP1 agonist	TRHR agonist	TRHR PAM	RXFP1 antag	D1 antagonist	Apoferritin bind	D1 ag	D1 potentiator	D2 potentiator
Cc1nc(N/N=C/c2ccc(O)cc2)c2cnn(-c3ccccc3)c2n1	0.3%	-0.3	-1.7	-20.5	-16.3	36.0%[activator]	2.4	-6.0	-1.0
CC1CC(C)CN(C(=O)C2CC(=O)N(c3ccc(F)cc3)C2)C1 (stereo not given)	-0.5%	-2.3	-1.7	-12.0	10.6	5.3%	0.1	-7.2	16.2
N#Cc1ccccc1OCC(=O)Nc1ccc2c(c1)OCCO2	-1.3%	0.9	-7.0	-12.5	2.7	·	0.9	1.1	10.4
CCCc1cc(=O)[nH]c(SCC(=O)N(CC)C2CCS(=O)(=O)C2)n1 (stereo not given)	-4.3%	0.7	-2.4	0.5	10.1	8.4%	4.3	-5.2	-12.2
CC1CCC(N(CCCN)Cc2ccco2)CC1C (stereo not given)	0.1%	2.1	0.5	-8.4	6.4	-6.2%	1.4	0.5	-11.9
CNCc1cn2cc(Cl)ccc2n1	-1.0%	0.6	1.8	5.0	-2.1	-13.2%	1.4	-3.5	-0.8
CCOC(=O)CN(Cc1sccc1C)C(=O)Nc1ccc(OC)cc1OC	1.5%	-0.3	-1.8	0.2	11.2	-12.2%	-1.1	2.3	7.0
Cc1cccc(Cc2cnc(N3C(=N)SC(C)C3=O)s2)c1 (stereo not given)	-0.2%	-0.4	1.0	?	-2.7	-22.0%	5.6	-4.0	·
CCc1ccc(NC(=O)c2cc(C)nn2-c2ccccc2)cc1	3.5%&-2.2%	-0.2&-0.4	3.9&0.1	-4.5&-7.6	11.2&2.0	1.8%&-5.6%	1.3&1.3	0.6&-1.9	0.1&8.6
COc1ccc(CNC(=O)C(NC(C)=O)C(=O)Nc2ccc(OC)cc2)cc1 (stereo not given)	0.3%	0.2	14.7	4.0	-3.3	-6.4%	0.2	-3.6	-2.7
N/C(=N\NC(=O)Nc1ccccc1)c1ccccn1	2.0%	-0.2	-2.0	0.0	3.8	-1.7%	-0.7	2.7	-4.4
Cc1[nH]c2ccccc2c1/C=N/NC(=O)c1cc(-c2cccs2)[nH]n1	-0.6%	0.0	4.0	-13.0	-31.3*	-11.4%	-0.5	-13.4	-19.5
O=c1[nH]c(Cc2ccccc2)nc2c1oc1ccccc12	0.4%	-1.5	-3.2	5.5	5.4	-21.6%	0.8	-5.8	12.0
CN(C)c1ccc(N=C/C=C2/N(C)c3ccccc3C2(C)C)cc1	-2.4%	3.3	-5.9	-6.6	-30.3*	-17.8%	22.4	-12.2	-19.0
Cn1c(NC(=O)C2CC2)cc(=O)n(C)c1=O	-0.6%	-0.5	12.4	·	-6.5	-4.0%	-0.3	4.6	1.3
CCC(=O)N1CCc2cc(OC)c(OC)cc2C1COc1ccc(C(=O)OC)cc1 (stereo not given)	0.4%	0.1	3.1	26.0	2.8	-6.1%	0.9	-3.4	40.0*
Cc1[nH]c(=O)[nH]c(=O)c1S(=O)(=O)N1CCCC(C(=O)N2CCN(c3cccc(C(F)(F)F)c3)CC2)C1 (stereo not given)	-0.3%	-1.8	-2.0	15.0	12.4	-12.7%	2.2	-8.6	15.0
CCOc1ccc(CCNC(=O)Cn2nc(C)c3c(C)n(-c4ccccc4)nc3c2=O)cc1	7.0%	-1.2	-4.2	-4.1	-4.6	?	-0.7	-4.5	25.3
Cc1c(N(C(=O)c2ccccn2)C2(C(=O)NC3CCCC3)CCCCC2)c(=O)n(-c2ccccc2)n1C	0.6%	-0.4	2.8	-11.4	-26.4	-5.5%	1.5	3.9	-0.2
CCC1CCCCN1S(=O)(=O)c1ccccc1 (stereo not given)	0.4%	-0.7	4.6	8.6	-1.9	?	4.6	-2.5	-4.3

D2 potentiator, entries above that show a hit
Molecule | RXFP1 agonist | TRHR agonist | TRHR PAM | RXFP1 antag | D1 antagonist | D1 ag | D1 potentiator | D2 potentiator
CCC(=O)N1CCc2cc(OC)c(OC)cc2C1COc1ccc(C(=O)OC)cc1 (stereo not given) | 0.4% | 0.1 | 3.1 | 26.0 | 2.8 | 0.9 | -3.4 | 40.0*

Carrying on.
SMILES	RXFP1 agonist	TRHR agonist	TRHR PAM	RXFP1 antag	D1 antagonist	Apoferritin bind	D1 ag	D1 potentiator	D2 potentiator
Cc1ccc(-c2noc(CN(C3CCCCC3)S(=O)(=O)c3ccc(Cl)cc3)n2)cc1	-2.9%	0.1	-5.4	4.2	-1.8	-2.2%	-0.6	0.1	4.7
Cc1cc(NS(=O)(=O)c2ccc(NC(=O)/C=C/c3c(F)cccc3Cl)cc2)nc(C)n1	1.3%	0.0	-5.9	15.4	5.2	-12.3%	4.5	-4.1	-2.3
COc1cc(NC(=O)C(F)(F)F)cc(OC)c1	2.9%	-0.1	-1.4	3.8	10.2	-12.7%	1.4	-7.8	4.8
O=C(c1cnc2sccn2c1=O)N1CCCc2ccccc21	-0.3%	-0.2	-5.9	17.0	13.2	-14.6%	3.9	-7.5	7.0
CCOc1ccc(C(=O)NCCN2CCOCC2)cc1	-0.1%	0.2	-0.3	-13.6	7.8	-3.5%	1.0	0.2	-2.0
Cc1ccc(S(=O)(=O)N(C)C)cc1NC(=S)Nc1ccc2cn[nH]c2c1	-0.4%	-1.1	-5.9	-5.9	-1.0	-15.3%	3.7	-5.9	-12.4
CC(C)CC(=O)Nc1nnc(S(=O)(=O)N(C)c2ccc(Cl)cc2)s1	-0.1%&5.0%	0.1&0.1	-5.3&-10.9	9.7&9.4	0.4&11.6	-3.7%&-14.4%	-0.2&1.6	-3.8&-0.7	-6.5&9.6
COc1ccc(-c2cc(C(=O)Nc3c(C)nn(Cc4ccccc4Cl)c3C)no2)cc1OC	1.5%	-0.3	2.9	-5.4	-39.9*	?	9.6	-14.6	16.9
CCOc1ccc(CCNC(=O)Cn2nc(CC)n3c(cc4sccc43)c2=O)cc1	9.6%	0.1	1.5	-19.5	-5.4	0.5%	1.5	-1.6	·
COc1ccc(/C=C/C(=O)O)cc1S(=O)(=O)NCc1ccccc1	5.4%	0.1	2.0	14.5	3.3	1.1%	2.1	-2.9	0.3
O=C(Cn1nc(Cl)nc1Cl)Nc1ccccc1	0.6%	0.2	5.8	4.1	2.4	-15.9%	3.0	1.1	2.0
O=S1(=O)N=CN(Cc2cccc(F)c2)c2ccccc21	1.8%	-0.4	-0.4	0.1	0.3	-11.9%	2.6	-7.2	10.7
CCOC(=O)N1CCN(C(=O)C2c3cc(OC)c(OC)cc3C(=O)N3CCc4ccccc4C23)CC1 (stereo not given)	-0.4%	0.5	-1.5	8.6	-20.8	-4.1%	0.1	-5.7	·
COc1cccc(C2=CC(=O)C[C@H](c3ccc4c(c3)OCO4)C2)c1	-2.0%	0.4	6.7	·	-29.7	·	3.3	-1.8	15.1
O=C(O)c1ccc2c(c1Nc1ccccc1)C(=O)c1ccccc1C2=O	0.0%	-1.3	2.7	-21.6	7.3	0.5%	2.2	-0.2	·
CCOC(=O)N1CCN(C(=O)c2ccc3c(c2)N(Cc2ccccc2F)C(=O)c2ccccc2S3(=O)=O)CC1	-0.6%	-0.2	-9.0	·	2.2	-0.1%	1.3	-2.6	1.7
CCn1c(SC)nc2c([nH]c3ccccc32)c1=O	4.2%	0.5	0.5	-9.0	26.6	-6.7%	-0.9	-0.8	10.2
CC(=O)c1c(C(C)=O)c(C)n(-c2cccc([N+](=O)[O-])c2)c1C	-0.5%	-0.1	-5.2	-1.4	-28.1	-0.8%	-0.4	-4.1	7.8
COCCN1CCN(C(=O)c2ccc3nc(Cc4ccc(OC)c(OC)c4)oc3c2)CC1	1.0%	0.0	7.5	0.0	4.9	-14.0%	8.5	-4.2	-4.8
COC(=O)C1=NNC2(c3ccc(C)cc3)C(=O)N(c3ccc(C)cc3)C(=O)C12 (stereo not given)	-2.0%	-0.4	-13.9	3.6	-10.5	-11.5%	0.4	-1.9	-19.9
O=C(c1ccccc1)N1CCN(Cc2ccccc2Br)CC1	1.8%	-0.3	1.7	-7.9	-10.2	-9.4%	0.7	0.7	·
C[C@@H]1C=C(C(=O)N2CCN(Cc3ccccc3)CC2)O[C@H](OCc2ccc(CO)cc2)C1	1.7%	-0.7	2.1	·	9.4	-13.0%	-0.6	-3.4	17.0
O=C(CSc1nc2c(c(=O)n1-c1ccc(Cl)cc1)SCC2)N1CCCC1	0.4%	-0.5	16.1	5.1	-2.1	4.1%	1.2	0.6	4.5
CSc1ccccc1NC(=O)CN(C)C(=O)/C=C/c1ccccc1	-0.2%	-0.2	13.7	0.6	-1.3	·	0.8	7.0	1.1
COC(Cc1n[nH]c(=S)n1-c1ccc(Cl)cc1)OC	1.7%	0.3	-3.5	28.5	-24.5	-11.6%	2.1	-4.4	-4.0
Cc1ccc(-n2ncc3c2CC(C)(C)CC3NC(=O)C2CCOCC2)cc1 (stereo not given)	1.7%	-0.4	1.6	-5.8	1.5	-7.6%	2.8	0.1	7.7
Nc1ncnc(Sc2ccc(Cl)cc2)c1[N+](=O)[O-]	0.0%	4.7	-2.1	-1.2	-0.9	-4.8%	0.8	3.0	-4.5
Cc1cc(Cn2nc(-c3ccccc3C)cc2C(=O)O)on1	0.7%	0.2	4.4	·	·	·	1.0	-1.9	-6.1
CC(C)(C)c1ccc(Cn2cnc(-c3ccc([N+](=O)[O-])cc3)c2)cc1	0.4%	0.2	8.4	·	-0.4	?	4.0	-4.0	-2.0
C[C@@H](NC(=O)c1nc[nH]c1C(=O)NCC(=O)OCc1ccccc1)c1ccccc1	-3.8%	-1.0	30.1*	·	-22.9	-14.7%	0.2	-6.8	-1.2
COc1ccc(N2CC(NC(=O)NCC(C)C)CC2=O)cc1 (stereo not given)	2.2%	-0.1	-2.9	10.0	-0.7	9.0%	-0.4	-5.8	3.1
CCOC(=O)N1CCN(C(=O)c2ccc(Cn3c(=S)[nH]c4cc(OCC)c(OCC)cc4c3=O)cc2)CC1	4.8%	-1.0	2.8	-31.6	-3.3	-2.0%	6.1	5.5	15.1
C/C(=N\Nc1nc(-c2ccc(C)cc2C)cs1)c1cc2ccccc2oc1=O	-0.7%	2.4	-2.4	-25.4	-7.4	-12.1%	0.3	-5.2	3.7

Assay outcomes from PubChem BioAssay.

Not all compounds are listed; count on the stated rates, not on these rows.
